# tim23-1 inh = growth inhibitors of tim23-1 mutant yeast; S. cerevisiae tim23-1 growth, BacTiter-Glo luminescence, 24 h; inhibition, % at 20 µM; 330,000 compounds, 1.3% hits; AID 463212;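 active = growth inhibition of the mutant yeast at or above 50%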;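 note: temperature-sensitive mutant grown at 25 °C; plate controls were DMSO-treated mutant yeast for no effect and medium wells lacking yeast for full effect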
# APJ antagonist = APJ receptor antagonism; inhibition, % at 20 µM; 330,000 compounds, 0.32% hits; AID 2521; P35414; CHO-K1 APJ beta-arrestin complementation, luminescence;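 active = inhibition above about 40% at 20 µM, limit read from the data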;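 note: cells challenged with 10 nM apelin-13 agonist together with compound; plate controls were apelin-13 plus DMSO wells for no effect and DMSO wells lacking apelin-13 for full effect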
# Target sequence (P35414 whole entry, looked up): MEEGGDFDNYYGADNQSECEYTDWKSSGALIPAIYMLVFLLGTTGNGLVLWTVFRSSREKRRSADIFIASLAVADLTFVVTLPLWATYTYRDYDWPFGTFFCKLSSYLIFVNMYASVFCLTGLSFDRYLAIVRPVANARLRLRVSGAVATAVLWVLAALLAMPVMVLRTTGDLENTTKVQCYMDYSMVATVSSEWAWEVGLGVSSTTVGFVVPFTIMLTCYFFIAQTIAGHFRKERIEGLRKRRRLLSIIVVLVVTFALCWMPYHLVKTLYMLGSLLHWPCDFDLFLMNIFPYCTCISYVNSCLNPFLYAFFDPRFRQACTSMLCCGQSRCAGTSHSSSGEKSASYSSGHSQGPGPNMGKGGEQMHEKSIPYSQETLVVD
# Mdm2-MdmX inh = human Mdm2/MdmX binding inhibition; SaOS-2 split-luciferase Mdm2/MdmX complementation, luminescence; AID 485346; 330,000 compounds, 3% hits; O15151+Q00987; inhibition, % at 8 µM;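 active = inhibition of at least 50% at 8 µM in the primary screen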
# CXCR6 block = blocks human CXCR6 beta-arrestin recruitment. CHO-K1 PathHunter CXCR6 beta-arrestin, luminescence. AID 602244. 360,000 compounds, 0.36% hits. inhibition, % at 20 µM. O00574; in the data active = inhibition above about 34%, passing the limit was not always enough;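 note: antagonist mode with CXCL16 agonist at 10 nM final; 0% = 10 nM CXCL16 with DMSO and 100% = unstimulated wells without agonist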
# Target sequence (O00574 whole entry, looked up): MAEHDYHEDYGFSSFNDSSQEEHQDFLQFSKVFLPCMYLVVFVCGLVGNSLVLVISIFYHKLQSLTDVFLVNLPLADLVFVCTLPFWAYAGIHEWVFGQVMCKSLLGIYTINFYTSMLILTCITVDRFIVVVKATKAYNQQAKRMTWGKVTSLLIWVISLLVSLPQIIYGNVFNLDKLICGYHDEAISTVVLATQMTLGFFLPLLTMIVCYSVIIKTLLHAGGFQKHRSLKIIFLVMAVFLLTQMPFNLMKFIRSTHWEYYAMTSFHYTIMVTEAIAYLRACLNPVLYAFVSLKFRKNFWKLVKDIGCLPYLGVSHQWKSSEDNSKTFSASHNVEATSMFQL
# APJ agonist = APJ receptor agonism | 330,000 compounds, 0.11% hits | CHO-K1 APJ PathHunter beta-arrestin, luminescence; 0% DMSO wells, 100% apelin | P35414 | activation, % at 20 µM;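 active = activation more than six SD over the plate average, tested at 20 µM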;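 note: 0% = DMSO alone and 100% = apelin-13 at 10 nM; some results filed as inactive read as strong as hits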
#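 Assay system: engineered CHO-K1 APJ arrestin reporter cells; Amount: 1000 CHO-K1 reporter cells seeded per well; Dosing: one dose, 20 µM compound, 1% DMSO; Times: compound stimulation 90 min at 25 °C, detection 60 min; Measured by: luminescent beta-gal fragment complementation, chemiluminescent substrate; Read-out: APJ–arrestin association signal; Controls: DMSO vs Apelin-13 10 nM.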
# EBI2 antag = blocks human EBI2 receptor beta-arrestin signaling; EBI2 beta-arrestin recruitment, luminescence, 7a,25-OHC stimulated; 360,000 compounds, 0.81% hits; AID 651636; inhibition, % at 5 µM; P32249; in the data active = inhibition above about 38%;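 note: enzyme fragment complementation signal reports receptor beta-arrestin coupling in cells; 0% = agonist plus DMSO wells and 100% = wells without agonist; some results beyond the cut were filed as inactive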
# CHOP UPR activ = apoptotic UPR (CHOP) activation | CHO-CHOP luciferase reporter, luminescence; percent of tunicamycin response over DMSO baseline | activation, % at 10 µM | 330,000 compounds, 0.34% hits | AID 449763;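 active = at 10 µM dose, activation of 40% or more, normalized to positive control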;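 note: 100% = tunicamycin at 10 µg/mL and 0% = DMSO alone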
#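 assay system = CHO CHOP reporter cells | amount = 500 CHO-CHOP cells per well | buffer or medium = F12 with 10% FBS | incubation = 16-18 h cell attachment, then 6 h compound exposure, 37 °C | detection = luminescence read with Steady-Glo | read-out = percent activation relative to tunicamycin control | controls = tunicamycin high control, DMSO low control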
# XBP1 UPR activ = activators of adaptive arm of unfolded protein response (XBP1); CHO-XBP1 luciferase reporter, IRE1-XBP1 UPR activation, luminescence; percent of tunicamycin response, DMSO as zero; 330,000 compounds, 0.33% hits; activation, % at 20 µM;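 active = versus positive control, 20 µM dose yields 30% or more activation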;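 note: 100% = tunicamycin at 10 µg/mL and 0% = DMSO only wells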
#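 Signal: luciferase luminescence; Assay system: CHO-XBP1 luciferase reporter cells; Amount: one thousand reporter cells per well; Dosing: 20 µM single concentration, DMSO 1%; Benchmarks: high control tunicamycin 10 µg/mL final, low control DMSO vehicle only; Schedule: 6 h compound exposure at 37 °C, 5% CO2; Evaluation: percent activation relative to tunicamycin reference.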
# CCR6 antag = CCR6 (human) receptor antagonism | P51684 | inhibition, % at 20 µM | AID 493098 | 340,000 compounds, 0.49% hits | CHO-K1 CCR6 PathHunter beta-arrestin, luminescence, CCL20-stimulated;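 active = compounds whose inhibition of the agonist-driven luminescence signal at 20 µM reaches about 50%, limit read from the data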;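 note: cells stimulated with CCL20 at 14 nM final; plate controls were DMSO with CCL20 for no effect and DMSO without agonist for full effect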
# Target sequence (P51684 whole entry, looked up): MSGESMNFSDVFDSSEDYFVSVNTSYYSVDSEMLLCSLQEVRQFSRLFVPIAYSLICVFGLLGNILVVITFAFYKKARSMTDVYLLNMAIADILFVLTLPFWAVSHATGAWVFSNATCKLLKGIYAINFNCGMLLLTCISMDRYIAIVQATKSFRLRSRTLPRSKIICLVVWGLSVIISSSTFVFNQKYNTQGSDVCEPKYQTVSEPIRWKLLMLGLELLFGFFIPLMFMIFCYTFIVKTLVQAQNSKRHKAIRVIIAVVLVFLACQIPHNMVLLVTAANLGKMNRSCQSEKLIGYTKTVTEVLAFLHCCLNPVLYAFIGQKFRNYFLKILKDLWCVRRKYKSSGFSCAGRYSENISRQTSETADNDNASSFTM
# * hit, by the source's call; x = not tested or not shown.
SMILES,tim23-1 inh,APJ antagonist,Mdm2-MdmX inh,CXCR6 block,APJ agonist,EBI2 antag,CHOP UPR activ,XBP1 UPR activ,CCR6 antag
Cc1nonc1C(=O)N/N=C/c1ccc(O)cc1O,36,-14,12,-6,2,1,-0.4,2,6
Cc1cc(C)cc(OCC(=O)NNC(=O)C2CCCO2)c1 (configuration not stated),1,-8,0,4,-2,-2,1.7,0,1
COc1ccccc1CNS(=O)(=O)c1ccc(C)cc1,23,2,-1,4,0,-2,-0.4,0,0
CC(C)(C)C1(O)CC(C(F)(F)F)=NN1C(=O)CCc1ccccc1 (configuration not stated),23,-1,-4,-2,-1,0,0.2,3,27
CCSC1=N/C(=C\c2cccnc2)C(=O)N1c1ccccc1,36,19,-4,-8,-4,-3,-1.3,1,-4
CCOC(=O)Cc1csc(NC(=O)CSc2nc(C)cc(=O)[nH]2)n1,14,3,-9,-3,-4,-2,-0.5,-2,0
Cc1ccc(C(=O)Nc2nnn(C)n2)cc1,-7,-2,6,-3,-2,0,1.1,2,-5
CC(=O)Nc1ccc(OCC(O)CN2CCN(c3ccc(Cl)cc3)CC2)cc1 (configuration not stated),-1,16,-7,2,0,4,-1.2,0,-9
COc1ccc(CNC(=O)C[C@H]2C[C@H](C(=O)N3CCCCC3)[C@@]3(CCc4ccccc4)c4[nH]c5cc(-c6ccco6)ccc5c4CCN3C2=O)cc1OC,28,x,27,5,x,18,3.6,7,12
Cc1nn(-c2ccccc2)c(NC(=O)C(C)C)c(-c2ccccc2)c1=O,15,15,-35,6,-1,-7,0.5,-3,5
O=C(CSc1ncnc2c1cnn2-c1ccccc1)NC1CCCC1,11,4,5,2,-1,10,2.9,-1,20
Cc1ccc(S(=O)(=O)NCC(=O)Nc2ccc3c(c2)OCCO3)cc1,14,-1,10,4,-2,8,1.2,-2,7

# Record cards, from the list above. Screens in order: tim23-1 inh	APJ antagonist	Mdm2-MdmX inh	CXCR6 block	APJ agonist	EBI2 antag	CHOP UPR activ	XBP1 UPR activ	CCR6 antag
# `Cc1nonc1C(=O)N/N=C/c1ccc(O)cc1O` is entered as 36	-14	12	-6	2	1	-0.4	2	6
# `COc1ccc(CNC(=O)C[C@H]2C[C@H](C(=O)N3CCCCC3)[C@@]3(CCc4ccccc4)c4[nH]c5cc(-c6ccco6)ccc5c4CCN3C2=O)cc1OC` is entered as 28	x	27	5	x	18	3.6	7	12
# `CC(C)(C)C1(O)CC(C(F)(F)F)=NN1C(=O)CCc1ccccc1` (configuration not stated) is entered as 23	-1	-4	-2	-1	0	0.2	3	27

# The results go on:
SMILES,tim23-1 inh,APJ antagonist,Mdm2-MdmX inh,CXCR6 block,APJ agonist,EBI2 antag,CHOP UPR activ,XBP1 UPR activ,CCR6 antag
Fc1cccc(Cl)c1CNCc1cccnc1,2,-3,10,10,-2,-3,0.4,-3,-6
COc1ccc(CNC(=O)C(OC(=O)c2ccco2)c2ccc(OC)cc2)cc1 (configuration not stated),4,-6,8,-3,-4,2,-0.7,1,2
COc1ccc(CC(NC(C)=O)C(=O)NC2CCN(c3ncccc3[N+](=O)[O-])CC2)cc1 (configuration not stated),7,-3,13,-4,-3,-18,-1.4,3,-1
O=C(Cn1c2c(c(-c3ccccc3Cl)cc1=O)CCC2)NCC1CCCO1 (configuration not stated),11,-10,-41,-6,0,-3,-0.7,-2,5
Cc1ccoc1C(=O)NCCNc1ccc(Cl)cc1[N+](=O)[O-],31,-2,38,12,2,2,1.6,-2,27
CN(Cc1ccccc1)C(=O)C1CCN(S(=O)(=O)c2cccc3nonc23)CC1,16,4,4,-5,1,-6,0.6,0,5
COC(C[C@@H](O)[C@H](C)[C@H](O)COCc1ccccc1)OC,2,-7,26,-1,9,-10,1.8,-1,-10
COc1ccc(CC(=O)N2CCN(S(=O)(=O)c3ccc(Cl)s3)CC2)cc1,22,15,25,2,-1,27,-0.1,-3,2
COc1ccc(NC(=O)COC(=O)C2CC(=O)N(c3ccc(C)cc3)C2)cc1 (configuration not stated),21,-33,-6,-5,3,6,0.4,-6,-3
O=c1cc(N2CCN(c3ccc(F)cc3)CC2)[nH]c(=O)n1C1CCCCC1,8,0,45,-3,-2,2,-3.2,-3,4
CCOCCCNC(=O)C(c1ccc(OC)cc1)N(Cc1cccs1)C(=O)c1ccccc1O (configuration not stated),17,-3,13,-13,-3,3,-1.7,-7,13
OCCN1CCN(C2CCC(c3ccc(F)cc3)c3ccc(F)cc32)CC1 (configuration not stated),27,-23,38,-5,4,-10,0.7,1,6
COc1ccccc1C1=NNC(=Nc2cccc(S(=O)(=O)N(C)C)c2)SC1,20,11,23,1,-2,20,1.2,1,8
CCOc1ccc(CNC(=O)C2CCCN(c3nnc(C)c4c(C)n(-c5ccccc5)nc34)C2)cc1 (configuration not stated),7,5,4,16,-4,8,1.1,-1,8
CN(CC(=O)Nc1ccccc1Cl)C(=O)COC(=O)c1ccc(C(F)(F)F)cc1,16,-8,9,6,-4,-5,-1.5,0,7
COCCN(C(=O)c1cccc(N2C(=O)CCC2=O)c1)c1nc(-c2ccc([N+](=O)[O-])cc2)cs1,18,-6,7,-10,11,26,1.2,-1,8
COc1ccccc1N1CCN(C(=O)CCc2nnc3ccc(N4CCOCC4)nn23)CC1,-1,27,18,6,-3,2,1.1,-3,9
O=c1[nH]c(SCc2ccc(Cl)cc2)nc2[nH]ncc12,-2,1,30,5,-2,-3,-0.1,4,7
CCS(=O)(=O)c1nc(S(=O)(=O)c2ccc(Cl)cc2)c(NCc2ccccn2)s1,8,24,11,0,-3,4,-1.8,-3,13
Cc1occc1-c1nnc(SCC(=O)NCCc2ccccc2)o1,4,4,-12,6,-2,5,-0.8,-3,5
CCOC(=O)C1C(=O)C=C(/C=C/c2ccccc2)CC1c1ccc(Cl)cc1 (configuration not stated),23,12,-18,4,-3,24,-1.5,-2,9
Cc1ccc(C(=O)NCCCC(=O)O)o1,-7,9,27,-15,-4,2,0.4,0,10
Cc1ccc(S(=O)(=O)c2nc(NCCN(C)C)sc2Cl)cc1,3,6,1,-5,0,-7,0.1,1,0
O=C(CN1CCN(Cc2ccc(Cl)cc2)CC1)N/N=C/c1c[nH]c2ccccc12,-12,-10,34,-9,5,12,1.5,1,1
COc1ccc(C(=O)NCC2(c3ccc(OC)c(OC)c3)CCCC2)c(OC)c1,38,10,27,-2,-3,17,-0.2,-5,26
COc1cc(C)c(Cl)cc1S(=O)(=O)NCc1ccccn1,14,19,-1,-6,1,5,1.3,-5,4
CCCCS(=O)CC(CS(=O)CCCC)OC(=O)c1ccccc1 (configuration not stated),1,3,17,-3,-2,-3,-1.5,-2,-5
COc1cc(C(=O)N2CCN(C/C=C/c3ccccc3)CC2)cc(OC)c1OC,9,-1,3,-6,1,26,0.5,0,12
O=C(O)c1ccccc1Nc1ccccc1C(=O)O,22,-9,8,-1,-3,-5,-0.5,-2,-13
COc1ccc(-c2noc(CCCC(=O)Nc3ccc(C(N)=O)cc3)n2)cc1OC,1,8,1,5,-1,7,2.9,1,-5
CCc1ccc(C(C(=O)NC2CCCC2)N(C(=O)c2csnn2)C2CC2)cc1 (configuration not stated),9,-9,-8,-2,0,-9,-1.0,-4,-1
CCOC(=O)N1CCN(C(=O)CSC2=NS(=O)(=O)c3ccccc3N2)CC1,-14,-25,16,5,6,-14,0.4,0,-4
COc1cccc(C(=O)N/N=C(\C)c2cccc(NC(=O)c3ccc(F)cc3)c2)c1OC,25,-21,38,-14,13,8,3.0,-5,16
CC1(C)N=C(N)N=C(N)N1c1ccccc1,7,-1,-4,-5,-1,-4,-2.0,0,3
CC(C)(C)OC(=O)N[C@@H](Cc1ccccc1)[C@H](O)c1ccco1,15,3,-24,5,-2,-1,0.7,0,13
COc1ccc(NC(=O)N(Cc2cc3cc(OC)c(OC)cc3[nH]c2=O)CC2CCCO2)cc1 (configuration not stated),18,-15,-9,-5,3,-11,0.2,0,17
COc1ccccc1NC(=O)C1CC(C(C)C)OC1=O (configuration not stated),11,14,-4,4,-4,13,0.3,-2,5
O=C(CC1CCCCC1)Nc1ccccc1-c1ccccc1,14,4,-2,-2,2,1,1.1,3,15
COc1cc(C(=O)NCCC(=O)NCCc2ccc(Cl)cc2)cc(OC)c1OC,11,3,-10,-4,0,-4,4.6,0,17
COc1ccc(NC(=S)NCc2ccc(Cl)cc2)c(OC)c1,30,5,-2,4,-3,7,2.0,-2,3
CCOC(=O)C1CCCN(C(=O)c2cc3ncc(Br)cn3n2)C1 (configuration not stated),8,-3,9,-8,1,-10,-2.9,4,22
CCCc1c(C(=O)Nc2ccc(OC)cc2)cnn1-c1ccccc1,27,-3,-18,5,4,7,4.8,-1,6
Cc1nnc(SCC(=O)N/N=C/c2cc(Cl)c(O)c(Cl)c2)s1,8,-5,1,10,-5,-2,0.9,0,-3
O=[N+]([O-])c1[nH]cnc1/C=C/c1ccccc1,-3,12,-8,3,-1,12,2.9,1,19
CCOc1cccc(=O)c2c(C)n(Cc3ccco3)c(C)c12,23,8,-4,5,-2,-1,-1.4,-3,8
COc1ccc(-n2ncc3c(NCCCN4CCOCC4)ncnc32)cc1,1,-1,39,5,-1,-2,1.9,-5,-1
O=C(CN1N=C(c2ccccc2)CCC1=O)NCCCN1CCc2ccccc2C1,6,1,2,-4,-5,2,-0.4,-2,10
O=C(COC(=O)c1ccccc1O)Nc1cccc(S(=O)(=O)N2CCCC2)c1,21,7,10,-6,-4,-15,-0.4,0,13
Cc1ccc(S(=O)(=O)C2(C(=O)Nc3nccs3)CC2)cc1,7,10,7,-3,1,-1,0.1,-2,3
Cc1ccc(-n2nnnc2SCC(=O)NC2CCCc3ccccc32)c(C)c1 (configuration not stated),41,17,2,-3,0,1,1.5,2,11
O=CN1N=C(c2ccccc2)CC1c1ccccc1[N+](=O)[O-] (configuration not stated),-4,1,-23,-5,-1,-3,-0.6,0,12
Cc1cccc(-n2ncc3c(NCc4ccccc4)ncnc32)c1,-3,-17,-1,-15,-2,36,7.2,7,-3
CC1(C)CC(=O)C=C(NCCN2CCN(C(=O)Nc3ccc(Cl)cc3)CC2)C1,10,-13,-13,-12,-3,1,-1.1,-4,-5
C=CCNC(=S)N/N=C(\C)c1cc(OC)c(OC)c(OC)c1,30,0,22,0,6,-11,-1.4,0,-2
CC(C)C(=O)Nc1ccc(C(=O)NNC(=O)c2cccs2)cc1,4,7,6,-12,-3,-4,1.2,2,8
COc1cc([C@H]2[C@@H]3CCCC[C@]3(O)CCN2CC(=O)Nc2ccc(C)cc2)ccc1O,18,14,18,-11,0,2,-0.2,-1,-19

# Compound activity as filed in PubChem BioAssay.

# Only part of the results is shown; rates above refer to the full screens.
